High-throughput results as filed in PubChem BioAssay.
D1 PAM = Potentiators of Human D1 Dopamine Receptor: qHTS; D(1A) dopamine receptor (Homo sapiens), P21728; HEK293 TREx D1 cells, calcium flux, dopamine EC20 potentiation; potentiation, % at 10 µM; 0.036% of 360,000 active; in the data active = potentiation above about 30%; note: 0% is about no effect
Target sequence (P21728 whole entry, looked up): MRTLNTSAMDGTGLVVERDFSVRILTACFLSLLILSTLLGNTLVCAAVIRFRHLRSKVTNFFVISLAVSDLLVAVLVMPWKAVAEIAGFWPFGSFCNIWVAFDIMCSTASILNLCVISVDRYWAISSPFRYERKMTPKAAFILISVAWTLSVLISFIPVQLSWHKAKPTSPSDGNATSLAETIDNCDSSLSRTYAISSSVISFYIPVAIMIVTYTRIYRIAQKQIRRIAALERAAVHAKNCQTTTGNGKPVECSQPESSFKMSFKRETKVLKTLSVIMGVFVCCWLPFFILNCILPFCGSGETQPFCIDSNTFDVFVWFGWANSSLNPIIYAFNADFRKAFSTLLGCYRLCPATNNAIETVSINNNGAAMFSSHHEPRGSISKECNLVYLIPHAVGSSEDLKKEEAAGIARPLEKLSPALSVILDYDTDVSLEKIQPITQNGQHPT
RXFP1 agonist = qHTS Assay for Agonists of the Relaxin Receptor RXFP1; AID 2676, 2010; 0.3% of 370,000 active; HEK293T-RXFP1 cAMP TR-FRET, 30 min; response scale: percent of porcine relaxin response, buffer zero; Potency, µM (series often up to 57.5 µM), for inactives: at the top dose activation, actives largely listed as activators; Relaxin receptor 1 (Homo sapiens), Q9HBX9; note: potency is the fitted concentration of half-maximal effect; % is set by controls: 0 for no effect and ±100 for the full control effect; nearly all actives have a fitted effect of over 60% in size; many of its hits are not listed in these tables
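Agonist response is measured as cAMP accumulation in an RXFP1-transfected HEK293T line under PDE4 inhibition. Values are scaled between buffer-only and 29 nM porcine relaxin, and EC50s come from standard Hill equation fits.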
D1 antagonist = Antagonist of Human D 1 Dopamine Receptor: qHTS | D(1A) dopamine receptor (Homo sapiens), P21728 | HEK293 TREx D1 cells, calcium flux, dopamine EC80; stronger effect = lower value | activity change, negative = inhibition, % at 10 µM | 3.2% of 360,000 active; in the data active = activity change below about -30%; note: % is set by controls: 0 for no effect and ±100 for the full control effect
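Tetracycline-induced HEK293 Trex D1 cells, force-coupled to calcium, dye-loaded; compounds added and read 180 s, then EC80 dopamine added and calcium flux tracked kinetically another 180 s.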
Vif-A3G inh = qHTS for Inhibitors of Vif-A3G Interactions: qHTS | HeLa A3G-eYFP + Vif (tagged APOBEC3G with the HIV-1 protein that degrades it), YFP fluorescence, overnight | Potency, µM (top dose mostly 46.1 µM), without a hit: at the top dose activity, negative = active, usual class: inhibitors | 0.076% of 410,000 active | AID 602310, 2012 | DNA dC->dU-editing enzyme APOBEC-3G (Homo sapiens), Q9HC16;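 note: potency is the fitted concentration of half-maximal effect; % is set by controls: 0 for no effect and ±100 for the full control effect; nearly all actives have a fitted effect of over 60% in size; hits raise eYFP signal because A3G escapes Vif-driven loss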
Target sequence (Q9HC16 whole entry, looked up): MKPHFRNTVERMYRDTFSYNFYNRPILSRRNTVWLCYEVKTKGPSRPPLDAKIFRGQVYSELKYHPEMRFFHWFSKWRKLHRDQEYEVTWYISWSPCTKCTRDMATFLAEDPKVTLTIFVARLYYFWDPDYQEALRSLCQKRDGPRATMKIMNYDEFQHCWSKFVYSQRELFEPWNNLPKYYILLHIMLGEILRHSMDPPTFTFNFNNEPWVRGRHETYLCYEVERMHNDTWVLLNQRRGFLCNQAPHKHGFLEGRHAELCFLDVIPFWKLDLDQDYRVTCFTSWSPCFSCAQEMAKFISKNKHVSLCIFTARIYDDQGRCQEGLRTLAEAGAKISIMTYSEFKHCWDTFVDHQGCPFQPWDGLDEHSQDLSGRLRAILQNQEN
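Read-out is eYFP fluorescence (Ex 488/Em 500-530) from Vif-expressing HeLa A3G-eYFP cells; more signal means A3G escaped Vif-mediated degradation. Cells plated overnight, compound pinned in, incubated overnight at 37 deg C.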
LDHA block = qHTS assay for inhibitors of human lactate dehydrogenase; 0.15% of 480,000 active; AID 1347041, 2019; activity change, % (values are at about 110 or 230 µM); purified LDHA, NADH/diaphorase-resazurin fluorescence; stronger effect = lower value; L-lactate dehydrogenase A chain (Homo sapiens), P00338; in the data active = activity change below about -30%; inconclusive = mostly about -25% to -30%;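 note: plate controls were DMSO wells for no effect and wells without enzyme for full effect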
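Enzyme activity of human lactate dehydrogenase 5 (2 nM; 0.06 mM NADH, 0.2 mM pyruvate, 5 min, RT) is measured via a resazurin/diaphorase fluorescence readout of residual NADH.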
D1 agonist = Allosteric Agonists of the Human D1 Dopamine Receptor: qHTS | 1% of 360,000 active | D(1A) dopamine receptor (Homo sapiens), P21728 | AID 504660, 2011 | activation, % at 2 µM | HEK293 T-REx D1 cells, calcium flux, agonist mode; in the data active = activation above about 30%; note: 0% is about no effect
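Agonism was scored from calcium flux recorded over 180 s (1 read/s) after pintool compound addition, following a 10-cycle baseline. Cells were inducible force-coupled HEK293 TREx D1, plated overnight at 30 C and loaded with no-wash calcium dye.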
Vif-APOBEC3F blk = qHTS for Inhibitors of Vif-A3F Interactions: qHTS; AID 602313, 2012; Potency, µM (titrated, usually from 46.1 µM), inactives show at the top dose activity, negative = active; 0.2% of 390,000 active; HeLa A3F-eYFP + Vif (tagged APOBEC3F with the HIV-1 protein that degrades it), YFP fluorescence increase; note: potency is the fitted concentration of half-maximal effect; % of control where 0% means no effect; nearly all actives have a fitted effect of over 65% in size
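HeLa cells stably expressing A3F-eYFP plus Vif, plated and incubated overnight at 37 deg C, then exposed to compounds overnight at 37 deg C. Blocked degradation read as raised yellow fluorescence (Ex 488/Em 500-530).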
Glioma ERSR ind = qHTS for Inducers of the Endoplasmic Reticulum Stress Response (ERSR) in Human Glioma: qHTS | Potency, µM, for inactives: top-dose activation, most hits filed as activators | AID 602332, 2012 | U87-MG GRP78 promoter luciferase reporter, 16 h | 0.02% of 420,000 active; note: potency is the fitted concentration of half-maximal effect; series mostly up to about 76 µM; % of control where 0% means no effect; nearly all actives have a fitted effect of over 35% in size
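Stably transfected U87-MG human glioma cells carrying a GRP78-based luminescent sensor were seeded at 1000 cells/well, pin-dosed with compounds and incubated 16 h. Luciferase reagent was then added, and end-point luminescence was read after 10 min at room temperature.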
D2 potentiator = HTS Assay for Positive Allosteric Modulators of the Human D2 Dopamine Receptor: Primary Screen for Potentiators; D(2) dopamine receptor (Homo sapiens), P14416; HEK293 T-REx D2, calcium flux, EC20 dopamine potentiation; potentiation, % at 10 µM; 0.34% of 340,000 active; AID 485347, 2010;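 active = potentiation over 3 SD above the plate norm, cut at about 30% in these data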; note: 0% is about no effect
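Cells plated with tetracycline inducer and held overnight at 30 C; calcium dye loaded 30–90 min at room temperature; baseline taken, compound added and read 180 s; EC20 dopamine then added and read 180 s.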
An asterisk follows results filed as active; ? = inconclusive; . = not tested or not shown; & = joins results of further samples. Unless noted, calls come from the whole dose curve; as a rule, active = well fitted curve in the direction sought with a large enough effect; inconclusive = small, poorly fitted or top-dose-only effect, or another doubt; inactive = no such curve, though single readings can be large; an effect the other way counts as inactive or inconclusive. A portion of the library; count on the stated rates, not on these rows.

SMILES	D1 PAM	RXFP1 agonist	D1 antagonist	Vif-A3G inh	LDHA block	D1 agonist	Vif-APOBEC3F blk	Glioma ERSR ind	D2 potentiator
CCC(C)[C@H](NC(=O)N1CC(=O)Nc2ccccc21)C(=O)N1CCC(C(=O)O)CC1 (some centres undefined)	5	1.0%	1	1%	-6	1	10%	-5%	7
CCN(CC)Cc1c(C(=O)N/N=C(\C)c2ccncc2)nnn1-c1nonc1N	-6	0.0%	-3	-6%	1	0	-13%	-2%	-7
O=C(NCc1ccccc1)c1ccc2c(c1)C(=O)N(Cc1cccnc1)C2=O	4	4.0%	-12	0%	-7	2	-1%	-1%	12
Cc1ccc(S(=O)(=O)Nc2ccc(C(=O)Nc3cc(C)on3)cc2)cc1	-3	-1.5%	3	-11%	-10	1	-31%	-1%	-12
CC(C)c1ccc(OCCCCCN2CCOCC2)cc1	7	3.3%	-5	-5%	-9	18	9%	2%	3
COc1ccc2c(c1)C(C)CC(C)(C)N2C(=O)CSc1ncn[nH]1 (centres undefined)	-2	2.8%	24	-8%	0	1	0%	-7%	12
CS(=O)(=O)Oc1ccc(Br)cc1/C=C1/N=C(c2ccco2)OC1=O	-3	0.0%	3	3%	-2	0	16%	-7%	9
COc1cc(OC)cc(C(=O)NCC(=O)OCC(=O)NCc2ccco2)c1	.	.	.	-4%	-2	.	18%	-4%	.
CC(C)Cc1cc(C(C)(C)C)ccc1OC(=S)N(C)C	0	0.4%	2	0%	4	-1	-2%	4%	3
Cn1cc(CN2CCCC(CO)(Cc3ccccc3)C2)cn1 (centres undefined)	-3	-0.6%	-2	-6%	1	1	-12%	-4%	-11
CN(CC(=O)Nc1c(Cl)cccc1Cl)C(=O)C1CSC2(C)CCC(=O)N12 (centres undefined)	0	4.5%	-16	0%	-1	0	-22%	-1%	11
COc1ccccc1OCCN1CSC(=S)N(C)C1	-1	-0.1%	-4	?	-2	1	-15%	-4%	-6
COc1ccc(C2c3c(-c4ccccc4O)n[nH]c3C(=O)N2CCc2ccccc2)cc1 (centres undefined)	2	0.7%	8	?	-4	3	3%	?	-4
O=C(NCCc1c[nH]c2ccccc12)C(=O)NCC(c1cccnc1)N1CCN(c2ccccc2)CC1 (centres undefined)	-2	-1.0%	-30	2%	-11	3	1%	-4%	0
O=C(N/N=C/c1cccc2ccccc12)c1cccnc1	-1	3.1%	2	0%	-2	2	-1%	11%	0
CC(C)CNC(=O)c1c(N)n(/N=C/c2cccnc2)c2nc3ccccc3nc12	-4	-1.1%	-26	.	.	1	.	.	-5
O=C1CCCCCN1CP(=O)(O)CN1CCCCCC1=O	-1	2.4%	-5	0%	-11	3	9%	-2%	-6
C=CCn1c(SCC(=O)Nc2cc(C)on2)nc2sc(C)c(C)c2c1=O	-3	2.7%	14	0%	-2	3	-9%	-5%	.
COc1cccc(CNC(=O)C(=O)Nc2ccc3nc4n(c(=O)c3c2)CCCCC4)c1	-1	0.6%	-40*	-2%	0	-1	3%	-4%	-1
CC(=O)Nc1cccc(NC(=O)C(=O)c2cn(CC(=O)N3CCCC3)c3ccccc23)c1	.	.	.	-3%	4	.	-6%	1%	.
Cc1cc(C)cc(NC(=O)c2ccc(NC3=NC4CS(=O)(=O)CC4S3)cc2)c1 (centres undefined)	-4	2.0%	8	1%	2	3	3%	0%	4
Cc1nn(CC(=O)NCc2ccc(N(C)C)cc2)c(=O)c2nn(-c3ccccc3)c(C)c12	-1	12%	1	-3%	-1	1	3%	-3%	3
c1ccc2c(c1)NCC1CCCN21 (centres undefined)	-1	-5.3%	-5	-19%	-7	2	?	-5%	-1
COc1ccc(S(=O)(=O)N2c3ccccc3NC(=O)CC2C)cc1 (centres undefined)	-3	1.0%	4	-1%	-11	2	-11%	-4%	.
Fc1ccc2nc(Nc3ccccc3)sc2c1	-11	2.7%	-14	-8%	-13	1	8%	11%	7
COc1ccc(-c2cc(C)nc(SCc3cccc(C(=O)O)c3)n2)cc1	-3	2.1%	-13	-7%	-8	4	-1%	-2%	4
COc1ccc(-c2cc(C(=O)OC3CCOC3=O)c3ccccc3n2)cc1 (centres undefined)	-5	4.8%	-32*	0%	-13	2	5%	8%	18
C[C@@]12C(=O)N(c3ccc(Br)cc3)C(=O)N1[C@@H]1c3ccccc3OC[C@@H]1[C@H]2c1ccccc1	.	.	.	-5%	0	.	-5%	-2%	.
COc1ccc(C#Cc2c(-c3ccccc3)n(-c3ccccc3)c3ccc(CO)cc23)cc1	.	.	.	-4%	-13	.	-5%	-5%	.
COc1cccc(-c2csc3nnc(SCC(=O)NCc4cccs4)n23)c1	-1	2.0%	2	-8%	4	1	-22%	-3%	9
CCOc1ccc(-n2ccnc(SCC(=O)Nc3cccc(OC)c3)c2=O)cc1	5	2.1%	-3	-5%	-15	8	-3%	3%	0
COc1ccccc1N(C)S(=O)(=O)c1ccc(C(=O)N2CCC2)cc1	6	0.7%	-2	-12%	-2	5	-7%	-5%	8
Cn1c(=O)oc2cc(S(=O)(=O)NC(Cc3ccccc3)C(=O)Nc3ccc(F)cc3)ccc21 (centres undefined)	1	-2.3%	-7	-4%	-1	1	-20%	-3%	2
Cc1nn(C)c(C(=O)Nc2ccc3c(c2)OCO3)c1[N+](=O)[O-]	-2	3.8%	12	-11%	-2	1	-7%	2%	5
COc1ccc(N(CC(=O)N2CCc3ccccc3C2)S(C)(=O)=O)cc1	1	2.8%	-16	-3%	-7	3	-2%	-3%	23
Cc1cccc(-c2nc(C#N)c(N3CCCCC3)o2)c1	10	-1.9%	-6	-9%	-3	9	-2%	3%	18
Cc1cccc(/N=C/c2c(O)n(Cc3ccc4c(c3)OCO4)c(=O)c3ccccc23)n1	-6	-0.1%	2	-3%	-6	2	1%	-2%	-8
Cc1cccc(OCC(=O)N(Cc2ccco2)c2c(N)n(Cc3ccccc3)c(=O)[nH]c2=O)c1	2	-0.9%	-2	-7%	-2	0	2%	-4%	10
CCOc1ccccc1NC(=S)N(CCN(C)C)C(C)c1ccncc1 (centres undefined)	-15	2.7%	-6	-3%	1	3	-3%	2%	6
COC(=O)C1=C(C)N(C)C(C)=C(C(=O)OC)C1c1ccccn1	-1	0.1%	3	0%	-4	0	0%	0%	-5
Cc1ccccc1CN1CCN(S(=O)(=O)c2ccc(F)cc2)CC1	-5	0.0%	-9	-2%	?	-1	-2%	-4%	-2
COc1ccc(C2C(C(=O)N3CCCCC3)CC(=O)N2c2ccc(OC)cc2)cc1 (centres undefined)	2	-1.4%	21	-4%	-5	-1	-8%	-7%	9
CCCNC(=O)C1CCC(Cn2c(=O)c3sccc3n(CC(=O)N3CCCC(C)C3)c2=O)CC1 (centres undefined)	-4	0.0%	-4	-2%	-4	0	-4%	1%	-8
CCOc1ccccc1NC(=S)NCc1cccn1C	-7	3.0%	-17	0%	-14	0	2%	-3%	-10
CC(=O)Nc1cccc2c1C(=O)N(c1cccc(OC(C)=O)c1)C2=O	-5	0.0%	23	1%	0	11	5%	-5%	1
Cc1cccn2c(=O)nc(SCC(=O)N3CCC(Cc4ccccc4)CC3)nc12	-1	2.2%	3	1%	-3	0	2%	-4%	-6
Cc1ccc(C(=O)NCCOc2cccc(C)c2)cc1	5	0.5%	-4	0%	2	1	-1%	4%	1
CCOC(=O)Cc1csc(Nc2ccc(Cl)cc2)n1	-3	1.9%	-24	2%	-10	0	-6%	2%	6
O=C(NCCCN1CCN(c2ccc(F)cc2)CC1)Nc1ccc([N+](=O)[O-])cc1	-14	1.7%	-55*	4%	3	33*	1%	-8%	-36
Cc1ccc(NC(=O)NCc2c(-n3cccc3)sc3c2CCCC3)c(Cl)c1	-2	-8.0%	-12	2%	-6	0	-13%	-6%	4
O=S(=O)(NC1=NCCCCC1)c1cccs1	-2	-1.7%	2	-1%	2	1	0%	-1%	-1
COc1ccc(N(C(C)C(=O)Nc2ccc(S(=O)(=O)N3CCCCC3)cc2)S(C)(=O)=O)cc1 (centres undefined)	-2	2.2%	-13	3%	4	16	7%	2%	14
COc1ccc(CCNC(=O)C/C(C)=N/NC(=O)COc2ccc(C)cc2Br)cc1OC	-6	2.5%	11	-6%	-10	1	10%	0%	-7
CCCn1c(=O)c2ccccc2n2c(SCC(=O)Nc3cc(C)on3)nnc12	-2	1.4%	-28	1%	-5	0	0%	-5%	-1
COc1ccc(Nc2c(-c3ccco3)nc3cccc(C)n23)cc1	-1&2	0.4%&11%	-4&4	-4%&-2%	1&-10	0&-1	-2%&-1%	0%&-6%	-3
CS(=O)(=O)N1CCC(C(=O)Nc2ccc3c(c2)OCO3)CC1	-5	-0.7%	2	2%	0	2	-1%	-2%	-4
CSc1nc(NC(C)(C)C)nc(Oc2ccc(=O)[nH]n2)n1	-3	0.2%	5	1%	-5	1	-5%	2%	0

Reprinted at random: three compounds from above, in no set order.
SMILES	D1 PAM	RXFP1 agonist	D1 antagonist	Vif-A3G inh	LDHA block	D1 agonist	Vif-APOBEC3F blk	Glioma ERSR ind	D2 potentiator
Cc1ccc(C(=O)NCCOc2cccc(C)c2)cc1	5	0.5%	-4	0%	2	1	-1%	4%	1
Cc1cccn2c(=O)nc(SCC(=O)N3CCC(Cc4ccccc4)CC3)nc12	-1	2.2%	3	1%	-3	0	2%	-4%	-6
CCCn1c(=O)c2ccccc2n2c(SCC(=O)Nc3cc(C)on3)nnc12	-2	1.4%	-28	1%	-5	0	0%	-5%	-1
